mIDH1 inhibitor: inhibitors of human mutant IDH1 R132H. Potency, µM (titrated, usually from 76.6 µM), for inactives: top-dose activity change, negative = inhibition, most hits filed as inhibitors. IDH1-R132H enzyme, NADPH consumption, diaphorase/resazurin fluorescence. hit rate 0.093% among 390,000. AID 602179. O75874; note: potency is the fitted concentration of half-maximal effect; % is set by controls: 0 for no effect and ±100 for the full control effect; nearly all actives have a fitted effect of over 65% in size
Target sequence (O75874 whole entry R132H, stated change not applied): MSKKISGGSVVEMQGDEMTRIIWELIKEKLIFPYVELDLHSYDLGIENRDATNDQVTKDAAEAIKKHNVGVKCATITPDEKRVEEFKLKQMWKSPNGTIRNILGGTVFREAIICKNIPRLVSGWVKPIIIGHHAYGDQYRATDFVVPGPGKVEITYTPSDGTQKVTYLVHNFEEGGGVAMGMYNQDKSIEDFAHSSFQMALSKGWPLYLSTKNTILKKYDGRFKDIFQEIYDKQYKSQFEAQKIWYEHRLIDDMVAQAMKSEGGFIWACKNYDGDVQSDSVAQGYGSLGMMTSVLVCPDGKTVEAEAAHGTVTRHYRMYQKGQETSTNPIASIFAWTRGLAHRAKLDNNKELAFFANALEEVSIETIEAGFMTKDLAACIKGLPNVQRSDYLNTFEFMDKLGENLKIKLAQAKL
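IDH1-R132H (0.5 ug/mL dispensed) in pH 7.5 Tris buffer was preincubated 30 min with compound, then given a substrate mix of 0.016 mM NADPH and 2 mM alpha-KG for 80 min at room temperature; remaining NADPH was read by diaphorase/resazurin fluorescence.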
D2 antagonist: D2 dopamine receptor (human) antagonism | P14416 | HEK293 TREx D2 cells, calcium flux, dopamine EC80 | inhibition, % at 10 µM | hit rate 2% among 340,000; in the data active = inhibition above about 30%; note: 0% is about no effect
Target sequence (P14416 whole entry, looked up): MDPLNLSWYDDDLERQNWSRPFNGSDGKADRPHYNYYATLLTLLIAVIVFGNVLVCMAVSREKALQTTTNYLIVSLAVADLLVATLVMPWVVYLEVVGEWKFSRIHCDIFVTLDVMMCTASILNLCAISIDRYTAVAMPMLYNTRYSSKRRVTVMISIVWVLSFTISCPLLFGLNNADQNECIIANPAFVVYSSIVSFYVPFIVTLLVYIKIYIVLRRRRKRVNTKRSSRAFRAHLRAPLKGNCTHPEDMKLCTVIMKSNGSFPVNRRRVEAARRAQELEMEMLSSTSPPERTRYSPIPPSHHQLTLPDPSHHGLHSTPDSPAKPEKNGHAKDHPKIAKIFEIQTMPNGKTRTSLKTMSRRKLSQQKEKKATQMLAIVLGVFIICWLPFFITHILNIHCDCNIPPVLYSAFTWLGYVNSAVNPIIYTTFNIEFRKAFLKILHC
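Read-out: kinetic calcium fluorescence (1 cycle/s) in inducible HEK293 T-REx D2 cells after an EC80 dopamine addition that followed 180 s compound preincubation. Loss of the dopamine response indicates antagonism.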
USP1 inh: USP1/UAF1 (human) deubiquitinase inhibition; O94782; recombinant USP1/UAF1, Ub-Rhodamine cleavage fluorescence; Potency, µM (highest dose often 57.1 µM), inactives show at the top dose activity change, negative = inhibition, hits mostly inhibitors; hit rate 0.23% among 390,000; AID 743255; note: potency is the fitted concentration of half-maximal effect; % is set by controls: 0 for no effect and ±100 for the full control effect; nearly all actives have a fitted effect of over 60% in size; inactives centre near -12
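Step one: compound is pinned into 1nM USP1/UAF1 in HEPES pH 7.8 buffer with TCEP. Step two: 15 min room-temperature incubation. Step three: Ub-Rho (150nM final) starts cleavage, tracked by fluorescence over six one-minute reads.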
D2 agonist: D2 dopamine receptor (human) agonism. HEK293 T-REx D2 cells, calcium flux agonist mode. activation, % at 2 µM. hit rate 0.53% among 340,000. AID 485358. P14416;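 active = activation over 3 SD above normal in the single-dose calcium agonist read, cut at about 30% in these data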; note: 0% is about no effect
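Calcium-flux readout, 1 cycle/sec over 180 s following compound pin transfer, in inducible HEK293 Trex D2 cells (force-coupled); dopamine controls included. Positive calcium responses during this window marked compounds as potential agonists.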
TRHR agonist: agonists of human TRH receptor | activation, % at 2 µM | P34981 | hit rate 0.18% among 360,000 | TRHR cells, calcium flux fluo-8, FDSS agonist mode; in the data active = activation above about 30%; note: 0% is about no effect
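In this calcium-flux screen, cells bearing human TRHR are dye-loaded with fluo-8, baselined for 10 cycles, then exposed to library compounds; positive kinetic calcium responses during the agonist phase mark hits, with TRH as control.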
TRHR enhancer: allosteric enhancers of human TRH receptor | P34981 | TRHR cells, fluo-8 calcium fluorescence, EC20 TRH enhancement | enhancement, % at 2 µM | hit rate 0.66% among 360,000 | AID 493056; in the data active = enhancement above about 30%; note: 0% is about no effect
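TRHR-expressing cells loaded with fluo-8 calcium dye were read kinetically (ex 480/em 530) during compound addition, then stimulated with an EC20 of TRH (10 nM final). Enhancement of the Gq-mediated intracellular calcium response was scored.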
rTrxR1 inhibitor: blocks rat thioredoxin reductase 1; O89049; hit rate 1% among 390,000; Potency, µM (doses to about 114 µM), without a hit: at the top dose activity change, negative = inhibition, hits mostly inhibitors; recombinant rTrxR1, NADPH fluorescence consumption, selenite substrate; note: potency is the fitted concentration of half-maximal effect; % is set by controls: 0 for no effect and ±100 for the full control effect; nearly all actives have a fitted effect of over 65% in size
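Rat TrxR1 (90 nM in the dispensed reagent) was pre-reduced with 400 uM NADPH for 5 min at room temperature, then incubated with compound for 15 min. After 400 uM selenite was added, NADPH fluorescence (Ex 340/Em 450 nm) was followed for 8 min.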
Pin1 inhibitor: inhibitors of human Pin1. Q13526. Pin1 FP peptide displacement, HiFluor488, 10 min. Potency, µM (top dose mostly 115 µM), for inactives: at the top dose activity, negative = inhibition, usual class: inhibitors. hit rate 0.009% among 390,000. AID 504891; active = well fitted inhibition curve with a large enough effect in the polarisation, with a control signal flat, not every such curve was filed as active; inconclusive = small, poorly fitted or top-dose-only effect, or effect the other way, or a change in a side signal; inactive = no such curve, though single readings can be large or run the other way; the % refers to the polarisation; note: potency is the fitted concentration of half-maximal effect; % is set by controls: 0 for no effect and ±100 for the full control effect
Target sequence (Q13526 whole entry, looked up): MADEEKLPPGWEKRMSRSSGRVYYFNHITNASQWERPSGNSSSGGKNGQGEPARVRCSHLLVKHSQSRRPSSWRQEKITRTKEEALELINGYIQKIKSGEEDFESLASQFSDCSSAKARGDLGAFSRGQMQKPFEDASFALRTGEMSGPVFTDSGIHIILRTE
TrxR1 substrate: substrates of rat thioredoxin reductase 1. O89049. purified TrxR1 substrate turnover, NADPH consumption readout. Potency, µM (series often up to 114 µM), for inactives: at the highest dose activity change, negative = substrate turnover. hit rate 0.01% among 390,000; note: potency is the fitted concentration of half-maximal effect; % is set by controls: 0 for no effect and ±100 for the full control effect; nearly all actives have a fitted effect of over 50% in size
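Rat TrxR1, dispensed at 90 nM, was prereduced with 400 uM NADPH (final) for 5 min at ~22 deg C, then incubated with compound 15 min before 400 uM selenite. A first-read NADPH fluorescence drop versus no-compound background flagged substrates.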
Starred values were filed as active, the others as inactive; ? = inconclusive; / = not tested or not shown; [ ] = remark or other dose. Unless noted, calls come from the whole dose curve; as a rule, active = well fitted inhibition curve with a large enough effect; inconclusive = small, poorly fitted or top-dose-only effect; inactive = no such curve, though single readings can be large or run the other way. These rows are one share of the data (hit frequency here may not be typical).

SMILES	mIDH1 inhibitor	D2 antagonist	USP1 inh	D2 agonist	TRHR agonist	TRHR enhancer	rTrxR1 inhibitor	Pin1 inhibitor	TrxR1 substrate
CCc1nnc(NC(=O)CSc2nc3cc4c(cc3cc2C)OCCO4)s1	7%	17	1%	0.0	-0.6	-4	28%	1%	9%
CC(C)Oc1ccc(C(=O)Nc2nnc3n2CCS3)cc1	5%	/	?	3.1	-0.4	2	29%[57.1 µM]	16%	4%[57.1 µM]
CN(C)S(=O)(=O)c1ccc2c(c1)C(=NO)c1cc(S(=O)(=O)N(C)C)ccc1-2	-5%	-11	-19%	-1.3	-0.5	-23	4%[57.1 µM]	-4%	5%[57.1 µM]
COc1ccc(S(=O)(=O)N2CCCN(CC(=O)C(C)(C)C)CC2)cc1	1%	/	1%	/	/	/	13µM*	6%	1%
COCCCNC(=S)NC1CC2CCCC(C1)N2Cc1ccco1 (stereo unspecified)	15%	-16	-4%	0.0	0.5	2	17%[57.1 µM]	3%	12%[57.1 µM]
NC(=O)c1cc(Cl)ccc1OCC(=O)Nc1ccc2c(c1)OCO2	-6%	-13	-17%	-0.7	0.2	0	15%	5%	-5%
Cc1csc(CN(C)C(=O)CC2C(=O)NCCN2Cc2ccc(Cl)c(F)c2)n1 (stereo unspecified)	-3%	10	-19%	-1.3	-0.8	1	-25%	-7%	-3%
CCCCc1nc(SCC(=O)Nc2cccc(Cl)c2)n[nH]1	22%	-5	-10%	0.6	1.2	2	2%[57.1 µM]	-3%	-1%[57.1 µM]
O=C(CSc1nc(-c2ccccc2)cc(=O)[nH]1)N1CCc2ccccc21	-1%	-2	-1%	-1.9	0.1	-1	?	-4%	8%[57.1 µM]
Cc1ccc(S(=O)(=O)N2CCN(c3ccccc3)CC2)cc1C(N)=O	-8%	-18	-21%	0.0	-0.2	-4	6%	-8%	3%
O=C(Nc1sc2c(c1C(=O)NCc1cccnc1)CCCC2)c1cc(=O)c2ccccc2o1	13%	/	-10%	-0.8	0.0	-3	?	0%	147%[activator]
Nc1nc(Cl)nc2ncn(Cc3ccccc3)c12	0%	2	-2%	0.6	-0.1	-7	-9%[57.1 µM]	-17%	8%[2.29 µM]
Cc1ccc(-c2nn(-c3ccccc3)cc2C2CC(c3ccccc3)=NN2C(=O)CCC(=O)O)cc1 (stereo unspecified)	-10%	-10	-10%	0.2	0.4	-1	-3%	?	-2%
CCCn1c(N2CCOCC2)nc2c1c(=O)[nH]c(=O)n2C	2%	12	-1%	0.1	-1.4	-3	30%	-4%	12%
CC1CN(C(=S)Nc2ccc(SC(F)F)cc2)CC(C)O1 (stereo unspecified)	5%	-8	-24%	1.0	1.2	7	-6%	3%	-5%
O=C(CCC(=O)c1ccc(Oc2ccccc2)cc1)Nc1ccc(Cl)cc1Cl	-6%	-13	-20%	2.9	4.3	11	18%	71%[activator]	8%
c1ccc(CCNc2ccccc2)cc1	/	-6	/	-0.3	0.6	-7	/	/	/
Oc1c(C=NCc2ccc(F)cc2)[nH]c2ccc(Br)c(Cl)c12	/	-14	/	2.4	2.4	-3	/	/	/
O=C(Nc1nccs1)C1CCN(S(=O)(=O)c2cccnc2)CC1	10%	0	-27%	0.8	-0.1	-4	9%	-12%	6%
Clc1nc(CN2CCCCC2)nc2sc3c(c12)CCC3	15%	8	-5%	0.7	0.2	0	?	-10%	7%[57.1 µM]
CSc1nc(-c2ccc(Cl)cc2)nn1C(=O)c1ccco1	1%	9	-7%	1.3	0.2	13	3%	-3%	-5%
CCOc1ccc(-n2c(=O)[nH]cc(C(=O)N3CCCc4ccccc43)c2=O)cc1	-1%	-2	-13%	-0.1	-0.1	-1	2%[57.1 µM]	-7%	4%[57.1 µM]
CN(CC(=O)N(C)CC(=O)Nc1c(Cl)cccc1Cl)Cc1ccccc1F	-5%	/	-21%	/	/	/	21%	1%	2%
CCc1nc(-c2ccccc2O)n(-c2ccccc2)n1	0%	5	-19%	-0.2	-0.1	-4	16%	6%	9%
COc1ccccc1CNC(=O)c1cc2sccc2n1Cc1ccc(Cl)cc1	0%	/	-12%	0.2	0.6	-6	23%	-1%	0%
Cc1nnc(N/N=C/C(C)c2ccccc2)[nH]c1=O (stereo unspecified)	2%	12	-17%	0.2	0.2	-4	9%	3%	6%
Cc1ccc(NC(=O)C2CCCN(S(=O)(=O)c3cccs3)C2)c(C)c1 (stereo unspecified)	10%	/	-34%	0.2	-0.7	-1	-3%[57.1 µM]	-4%	-8%[57.1 µM]
Cc1ccc(S(=O)(=O)N2CCN(S(=O)(=O)N3CCC(C)CC3)CC2)c(C)c1	11%	16	2%	-0.2	0.0	-3	16%	-1%	4%
CC(=O)Nc1sc2c(c1C(c1cccc(F)c1)N1CCN(CCO)CC1)CCCC2 (stereo unspecified)	12%	0	-5%	0.9	2.1	-3	17%	1%	1%
O=C(CCl)Nc1c[nH]c(=O)[nH]c1=O	3%	-1	4%	0.5	-0.6	-6	8%[57.1 µM]	-10%	4%
CC1(C)CC(=O)C=C(c2cccc(Br)c2)C1	5%	4	-30%	-0.5	-0.4	11	-3%	1%	-3%
O=C(Nc1ccc(NC(=O)c2cccs2)cc1)c1ccco1	6%	/	-18%	/	0.1	3	2%	6%	6%
CC(C)[C@H](NC(=O)c1ccccc1)C(=O)OCC(=O)/C=C1/N(C)c2ccccc2C1(C)C	7%	-12	-28%	-0.4	-0.2	0	25%	16%	-3%
CC(NS(=O)(=O)c1ccc2c(c1)OCCO2)c1ccccc1 (stereo unspecified)	2%	8	-26%	-0.2	0.1	-3	7%[57.1 µM]	-3%	4%[57.1 µM]
O=C(CSc1ncccn1)N/N=C/c1ccc(OC2CSC2)cc1	12%	/	-25%	/	-0.1	11	-12%	-5%	-12%
CCN1C(=O)/C(=C\c2nc3ccccc3c(=O)n2-c2ccccc2)c2ccccc21	?	-4	-27%	0.5	-2.2	6	-16%	4%	-5%
Cc1ccccc1Cc1c(C)nc2c(C(=O)NCc3ccco3)cnn2c1C	-3%	/	-18%	/	0.6	-3	?	54%[activator]	79%[activator]
CCOC(=O)c1ccc(NC(=O)c2c(NCc3cccc(OC)c3)sc3c2CCC3)cc1	13%	/	-16%	-0.4	0.1	1	17%[57.1 µM]	44%[activator]	2%[57.1 µM]
COc1ccc(-c2cc(C)nc3c(-c4ccccc4)cnn23)cc1	-7%	-3	-14%	0.6	0.8	-3	3%	25%	-5%
Cc1cccc(C)c1NS(=O)(=O)c1c(C(=O)N2CCCCC2)c(C)n(C)c1C	1%	-6	-18%	-0.6	0.2	-3	26%	1%	12%

Eleven entries from above, with two lines to a compound:
Results follow in this order: mIDH1 inhibitor, D2 antagonist, USP1 inh, D2 agonist, TRHR agonist, TRHR enhancer, rTrxR1 inhibitor, Pin1 inhibitor, TrxR1 substrate
CCc1nnc(NC(=O)CSc2nc3cc4c(cc3cc2C)OCCO4)s1
 : 7%, 17, 1%, 0.0, -0.6, -4, 28%, 1%, 9%
CC(C)Oc1ccc(C(=O)Nc2nnc3n2CCS3)cc1
 : 5%, /, ?, 3.1, -0.4, 2, 29%[57.1 µM], 16%, 4%[57.1 µM]
CN(C)S(=O)(=O)c1ccc2c(c1)C(=NO)c1cc(S(=O)(=O)N(C)C)ccc1-2
 : -5%, -11, -19%, -1.3, -0.5, -23, 4%[57.1 µM], -4%, 5%[57.1 µM]
COc1ccc(S(=O)(=O)N2CCCN(CC(=O)C(C)(C)C)CC2)cc1
 : 1%, /, 1%, /, /, /, 13µM*, 6%, 1%
COCCCNC(=S)NC1CC2CCCC(C1)N2Cc1ccco1 (stereo unspecified)
 : 15%, -16, -4%, 0.0, 0.5, 2, 17%[57.1 µM], 3%, 12%[57.1 µM]
NC(=O)c1cc(Cl)ccc1OCC(=O)Nc1ccc2c(c1)OCO2
 : -6%, -13, -17%, -0.7, 0.2, 0, 15%, 5%, -5%
Cc1csc(CN(C)C(=O)CC2C(=O)NCCN2Cc2ccc(Cl)c(F)c2)n1 (stereo unspecified)
 : -3%, 10, -19%, -1.3, -0.8, 1, -25%, -7%, -3%
CCCCc1nc(SCC(=O)Nc2cccc(Cl)c2)n[nH]1
 : 22%, -5, -10%, 0.6, 1.2, 2, 2%[57.1 µM], -3%, -1%[57.1 µM]
O=C(CSc1nc(-c2ccccc2)cc(=O)[nH]1)N1CCc2ccccc21
 : -1%, -2, -1%, -1.9, 0.1, -1, ?, -4%, 8%[57.1 µM]
Cc1ccc(S(=O)(=O)N2CCN(c3ccccc3)CC2)cc1C(N)=O
 : -8%, -18, -21%, 0.0, -0.2, -4, 6%, -8%, 3%
O=C(Nc1sc2c(c1C(=O)NCc1cccnc1)CCCC2)c1cc(=O)c2ccccc2o1
 : 13%, /, -10%, -0.8, 0.0, -3, ?, 0%, 147%[activator]

In another format: entries from further up
O=C(CSc1ncccn1)N/N=C/c1ccc(OC2CSC2)cc1
  mIDH1 inhibitor: 12%
  D2 antagonist: /
  USP1 inh: -25%
  D2 agonist: /
  TRHR agonist: -0.1
  TRHR enhancer: 11
  rTrxR1 inhibitor: -12%
  Pin1 inhibitor: -5%
  TrxR1 substrate: -12%

CC(C)[C@H](NC(=O)c1ccccc1)C(=O)OCC(=O)/C=C1/N(C)c2ccccc2C1(C)C
  mIDH1 inhibitor: 7%
  D2 antagonist: -12
  USP1 inh: -28%
  D2 agonist: -0.4
  TRHR agonist: -0.2
  TRHR enhancer: 0
  rTrxR1 inhibitor: 25%
  Pin1 inhibitor: 16%
  TrxR1 substrate: -3%
